PAFAH2 FP inh: PAFAH2 (human) inhibition. recombinant PAFAH2, FP-rhodamine activity probe, fluorescence polarization. inhibition, % at 3.39 µM. hit rate 0.99% among 340,000;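 active = inhibition above the mean over all tested compounds plus 3 SD, cut at about 30% in these data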;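 note: inhibitors block probe labeling of enzyme so polarization drops; 0% = enzyme with DMSO and 100% = wells lacking PAFAH2 protein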
PREPL inhibitor: inhibitors of human prolyl oligopeptidase-like enzyme PREPL; Q4J6C6; recombinant PREPL, fluorescence polarization activity-based probe; inhibition, % at 5.96 µM; hit rate 0.68% among 320,000; AID 2751; in the data active = inhibition above about 43%;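 note: 0% = enzyme with DMSO and 100% = wells lacking enzyme; many of its hits are not listed in these tables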
Target sequence (Q4J6C6 whole entry, looked up): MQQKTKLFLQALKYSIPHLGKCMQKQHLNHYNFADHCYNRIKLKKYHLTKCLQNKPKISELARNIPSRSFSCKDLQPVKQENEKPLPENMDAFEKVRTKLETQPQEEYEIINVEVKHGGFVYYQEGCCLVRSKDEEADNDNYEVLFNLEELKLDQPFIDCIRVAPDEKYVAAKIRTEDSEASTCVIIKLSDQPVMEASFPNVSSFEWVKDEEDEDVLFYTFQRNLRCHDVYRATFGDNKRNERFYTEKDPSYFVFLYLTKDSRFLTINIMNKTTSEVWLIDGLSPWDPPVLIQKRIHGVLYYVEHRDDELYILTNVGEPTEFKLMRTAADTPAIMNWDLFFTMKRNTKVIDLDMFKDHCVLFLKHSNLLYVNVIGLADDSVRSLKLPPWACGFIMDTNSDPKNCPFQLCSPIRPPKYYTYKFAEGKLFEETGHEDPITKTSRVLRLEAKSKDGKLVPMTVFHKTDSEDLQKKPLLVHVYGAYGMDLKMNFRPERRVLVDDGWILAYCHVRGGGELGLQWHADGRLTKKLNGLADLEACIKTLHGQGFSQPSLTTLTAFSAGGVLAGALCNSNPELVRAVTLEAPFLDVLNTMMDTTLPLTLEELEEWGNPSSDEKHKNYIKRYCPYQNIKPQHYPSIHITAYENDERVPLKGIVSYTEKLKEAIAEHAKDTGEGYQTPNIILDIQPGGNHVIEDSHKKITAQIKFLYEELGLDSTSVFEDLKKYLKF
ZTA DNA inh: counter-screen for EBNA-1 inhibitors: inhibitors of Epstein-Barr virus ZTA | P03206 | ZTA-DNA binding, fluorescence polarization | inhibition, % at 11 µM | hit rate 0.15% among 320,000; in the data active = inhibition above about 33%
Target sequence (P03206 whole entry, looked up): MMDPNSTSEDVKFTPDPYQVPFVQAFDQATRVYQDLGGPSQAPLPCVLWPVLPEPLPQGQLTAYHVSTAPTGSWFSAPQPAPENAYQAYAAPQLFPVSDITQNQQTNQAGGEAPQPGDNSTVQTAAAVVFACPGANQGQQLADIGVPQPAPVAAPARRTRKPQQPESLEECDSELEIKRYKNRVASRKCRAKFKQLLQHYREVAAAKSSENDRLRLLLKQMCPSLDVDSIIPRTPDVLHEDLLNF
PAFAH1B3 FP inh: blocks human PAF acetylhydrolase 1B catalytic subunit 3; Q15102; recombinant PAFAH1B3, FP-rhodamine probe, fluorescence polarization; inhibition, % at 3.39 µM; hit rate 0.28% among 340,000; AID 492972;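 active = inhibition above the screen-wide average of all tested compounds plus 3 SD, cut at about 25% in these data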;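 note: 0% = enzyme with DMSO only and 100% = wells lacking PAFAH1B3 protein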
GSTO1 inh: GSTO1 inhibition, counter-screen for RBBP9 inhibitors | P78417 | recombinant GSTO1, activity-based probe fluorescence polarization | inhibition, % at 5.96 µM | hit rate 1.1% among 300,000 | AID 1974;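 active = inhibition above the campaign mean inhibition plus 3 SD, cut at about 35% in these data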;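 note: 0% = GSTO1-1 with DMSO and 100% = wells lacking GSTO1-1 enzyme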
LYPLA2 counter: LYPLA2 (human) inhibition in PME1 counter-screen. inhibition, % at 5.9 µM. recombinant LYPLA2, FP-Rh probe fluorescence polarization. hit rate 0.38% among 320,000. O95372;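 active = inhibition above the screen-wide mean plus 3 SD, limit set per campaign, cut at about 26% in these data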;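 note: 0% = LYPLA2 with DMSO and 100% = wells lacking LYPLA2 enzyme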
PAD4 inh: inhibitors of human PAD4. Q9UM07. inhibition, % at 6.36 µM. hit rate 0.41% among 330,000. recombinant PAD4, RCA probe fluorescence polarization;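 active = percent inhibition above a cutoff equal to the mean of all tested compounds plus 3 SD, cut at about 15% in these data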;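 note: 0% = PAD4 with RCA probe and DMSO and 100% = probe without PAD4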
LYPLA1 inh: LYPLA1 (human) inhibition in PME1 counter-screen; O75608; inhibition, % at 5.9 µM; recombinant LYPLA1, FP-Rh probe fluorescence polarization; hit rate 0.16% among 320,000;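 active = inhibition above the mean of all tested compounds plus 3 SD, set per campaign, cut at about 14% in these data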;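 note: inhibitors block serine hydrolase probe labeling of LYPLA1 so polarization falls; 0% = enzyme with DMSO and 100% = wells lacking LYPLA1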
EBNA-1 inh: blocks EBNA-1 binding to DNA; hit rate 0.34% among 300,000; inhibition, % at 14.8 µM; AID 1950; EBNA-1 DNA binding, fluorescence polarization; in the data active = inhibition above about 28%
Numbers without * were called inactive; . = not tested or not shown.

No.	SMILES	PAFAH2 FP inh	PREPL inhibitor	ZTA DNA inh	PAFAH1B3 FP inh	GSTO1 inh
1	CCOC(=O)C1=C(O)/C(=C/c2ccc(OCC(=O)O)c(OCC)c2)SC1=Nc1ccccc1	-3	6	3	8	-16
2	CCCCCC(=O)Nc1ccc(C(=O)COC(=O)Cn2cnc3c2c(=O)n(C)c(=O)n3C)cc1	4	2	-6	0	-1
3	Cc1cc(C)cc(C(=O)N2CCC3(CC2)NCCc2[nH]cnc23)c1	0	18	2	10	-1
4	Cc1cccc(-n2cnc3cc([N+](=O)[O-])ccc32)c1	-4	-51	16	10	0
5	CCn1c(CCCNC(=O)c2cccs2)nc2ccccc21	-1	2	-3	1	0
6	O=C(CO/N=C/c1ccccc1OC(F)F)NC1CCCC1	5	0	5	-4	-1
7	O=C(NCCc1c[nH]c2ccccc12)C1CCCN(S(=O)(=O)c2ccccc2)C1 (configuration not stated)	4	6	-4	12	16
8	CSc1ccc(/C=N/NC(=O)c2cccc(O)c2)cc1	5	20	-9	2	1
9	COc1ccc(-n2c(C(C)(C)C)csc2=Nc2c(C)n(C)n(-c3ccccc3)c2=O)cc1	4	5	-12	-3	5
10	Cc1ccc(CN2CCSc3sccc3C2=O)cc1	4	2	6	2	8
11	COC(=O)c1ccccc1NC(=O)c1cccc(NC(=O)C(C)C)c1	2	-5	1	1	-3
12	O=C1C2CC(O)CN2C(=S)N1Cc1ccccc1 (configuration not stated)	.	0	-2	.	5
13	CC(NC(=O)c1csc2ccccc12)C1CCCO1 (configuration not stated)	5	7	2	-3	4
14	Cc1csc(C2=C(O)CN(CCc3ccccc3)C2=N)n1	6	22	0	-6	0
15	O=C(NCCCN1CCOCC1)c1ccc(Cl)s1	12	8	-2	10	0

No.	LYPLA2 counter	PAD4 inh	LYPLA1 inh	EBNA-1 inh
1	7	-4	-3	-4
2	2	1	0	1
3	1	2	-1	-8
4	2	1	-1	-3
5	-3	1	0	0
6	-9	-4	-1	6
7	1	-2	-2	-4
8	-1	0	-1	-3
9	2	0	-1	-2
10	2	-4	-6	-6
11	5	1	-2	-12
12	-2	3	-1	-2
13	3	1	2	-3
14	2	-5	-1	3
15	-3	-1	-1	10

Additional compounds.
No.	SMILES	PAFAH2 FP inh	PREPL inhibitor	ZTA DNA inh	PAFAH1B3 FP inh	GSTO1 inh
16	CC(C)(C)c1ccc(C(=O)Nc2ccc(NC(=O)C(=O)O)cc2)o1	0	-1	-1	0	-7
17	CC(C)NC(=O)/C(=C/c1cn(-c2ccccc2)nc1-c1cccc([N+](=O)[O-])c1)NC(=O)c1ccccc1	-3	15	-9	0	-1
18	CCCN1CCN(CCCNC(=O)c2cc3c(=O)[nH]c4ccccc4c3s2)CC1	9	-11	9	10	4
19	COc1cc2c(=O)n(CCCC(=O)NCC3CCCO3)c(=O)n(CC(=O)c3ccc(F)cc3)c2cc1OC (configuration not stated)	-7	2	12	5	4
20	CCOc1ccccc1C1CC(=O)Nc2cc(C)c(C)cc21 (configuration not stated)	1	17	14	7	-2
21	CCOc1ccc(CN2CCNC(=O)C2CC(=O)N(C)C2CCCCC2)cc1 (configuration not stated)	7	4	0	6	5
22	CC(C)(C)OC(=O)C[C@@H]1C/C=C\C[C@H](CC(=O)NCCO)C(=O)NC[C@H](c2ccccc2)OC1=O	3	4	.	5	.
23	CCOc1cc(/C=N/NC(=O)COc2ccc(C)cc2)ccc1OC(=O)c1cccs1	-24	19	6	-17	-7
24	CCO[C@@H]1OC(C(=O)NC2CC2)=C[C@H](C)[C@H]1CCCO	10	8	7	-3	1
25	C/C(=N\NC(=O)c1cccnc1)c1cc2ccccc2o1	2	1	5	-3	8
26	COc1ccc2c(c1)C(SCC(=O)NCCc1ccc(Cl)cc1)CC(C)(C)O2 (configuration not stated)	6	41	12	6	-5
27	Cc1cc(C)n2nc(SCC(=O)N(C(C)C)C(C)C)nc2n1	-12	-3	12	6	0
28	Cc1cccn2c(=O)nc(SCC(=O)NCc3ccc(F)cc3)nc12	0	-6	-16	-2	-1
29	CNC(=O)c1ccc(CN(C)CC(=O)Nc2ccccc2C(=O)NC2CC2)cc1	-2	11	-10	8	.
30	COCC(C)n1c(C)cc(C(=O)CSc2cc(C)c3ccccc3n2)c1C (configuration not stated)	1	6	-5	10	2

No.	LYPLA2 counter	PAD4 inh	LYPLA1 inh	EBNA-1 inh
16	-2	-4	1	-3
17	5	-2	0	-4
18	-8	-1	1	-1
19	4	-1	4	5
20	-3	3	-2	11
21	6	-2	1	-26
22	.	-8	.	.
23	-46	-4	-24	12
24	2	-2	-1	12
25	2	-3	-1	-12
26	0	0	1	3
27	-4	-3	-6	12
28	3	-5	-5	-4
29	1	-7	0	.
30	0	0	-5	4

Record cards, from the list above. Values in the order: PAFAH2 FP inh | PREPL inhibitor | ZTA DNA inh | PAFAH1B3 FP inh | GSTO1 inh | LYPLA2 counter | PAD4 inh | LYPLA1 inh | EBNA-1 inh
`COc1ccc2c(c1)C(SCC(=O)NCCc1ccc(Cl)cc1)CC(C)(C)O2` (configuration not stated) across the screens: 6 | 41 | 12 | 6 | -5 | 0 | 0 | 1 | 3
`CC(C)NC(=O)/C(=C/c1cn(-c2ccccc2)nc1-c1cccc([N+](=O)[O-])c1)NC(=O)c1ccccc1` across the screens: -3 | 15 | -9 | 0 | -1 | 5 | -2 | 0 | -4

2 entries picked at random from those above:
No.	SMILES	PAFAH2 FP inh	PREPL inhibitor	ZTA DNA inh	PAFAH1B3 FP inh	GSTO1 inh
21	CCOc1ccc(CN2CCNC(=O)C2CC(=O)N(C)C2CCCCC2)cc1 (configuration not stated)	7	4	0	6	5
16	CC(C)(C)c1ccc(C(=O)Nc2ccc(NC(=O)C(=O)O)cc2)o1	0	-1	-1	0	-7

No.	LYPLA2 counter	PAD4 inh	LYPLA1 inh	EBNA-1 inh
21	6	-2	1	-26
16	-2	-4	1	-3

Carrying on:
No.	SMILES	PAFAH2 FP inh	PREPL inhibitor	ZTA DNA inh	PAFAH1B3 FP inh	GSTO1 inh
31	CC(C)CCn1cnc2c([nH]c3cccc(Cl)c32)c1=O	-11	-3	3	-3	2
32	O=C(O)c1ccccc1-c1nc(-c2ccccc2)c(-c2ccccc2)[nH]1	4	-7	2	3	-18
33	O=C(C1=C[C@H](c2ccc(Br)cc2)C[C@H](OCCCCO)O1)N1CCN(Cc2ccccc2)CC1	3	29	-20	0	5
34	CCCCc1cc(=O)oc2cc(OCc3nn[nH]n3)c(Cl)cc12	-2	-5	9	8	-7
35	Cc1ccc(OCC(=O)N2CC(C)CC(C)C2)c([N+](=O)[O-])n1 (configuration not stated)	-5	8	.	13	.
36	COc1cc(NC(=O)C2CC(=O)N(Cc3ccco3)C2)cc(OC)c1 (configuration not stated)	5	-1	4	7	11
37	O=C(COC(=O)CCc1nc2ccccc2c(=O)[nH]1)Nc1ccc(OC(F)(F)F)cc1	-2	3	3	11	.
38	Cc1nc(SCc2nc3ccccc3[nH]2)c2oc3cc(Br)ccc3c2n1	-11	-19	.	7	.
39	CC1CCN(Cc2nnnn2CCCC(=O)NCC(C)(C)N2CCOCC2)CC1	-1	1	-2	9	6
40	Cc1cnc(C(=O)NCc2ccc(F)cc2)cn1	-2	2	0	4	-1
41	S=C(Nc1ccccc1)Nc1ccccc1Br	-5	-9	1	3	9
42	CCc1cccc(NC(=O)c2ccc(Cn3nc(C)cc3C)o2)c1	4	-2	-15	2	1
43	CN(C)c1cc[n+](CC(=O)N2CCCc3ccccc32)cc1	-2	6	6	10	6
44	C[C@H]([C@@H](N)C(=O)N[C@@H](C(=O)O)[C@@H]1O[C@H](n2ccc(=O)[nH]c2=O)[C@@H](O)[C@H]1O)[C@@H](O)c1ccc(O)cn1	3	1	1	7	2
45	COc1ccc(CNS(=O)(=O)c2ccccc2Br)cc1	.	-5	-4	.	8

No.	LYPLA2 counter	PAD4 inh	LYPLA1 inh	EBNA-1 inh
31	-4	0	-5	1
32	-4	-3	-2	-11
33	11	-4	1	-2
34	17	-2	22*	-6
35	.	-3	.	.
36	9	4	-1	-7
37	2	-1	-1	.
38	.	1	.	.
39	8	-4	3	3
40	1	2	3	-6
41	2	-2	1	5
42	-5	-4	-5	3
43	-1	-4	-3	12
44	-5	0	-1	-8
45	-4	0	-3	1

Screen by screen, as entered above.
PAFAH2 FP inh, entries 36 to 42: 5, -2, -11, -1, -2, -5, 4
LYPLA1 inh, entries 36 to 42: -1, -1, ., 3, 3, 1, -5

(listing goes on)
No.	SMILES	PAFAH2 FP inh	PREPL inhibitor	ZTA DNA inh	PAFAH1B3 FP inh	GSTO1 inh
46	O=C(O)CC1S/C(=N\N=C2\C(=O)Nc3ccccc32)N(c2ccc(O)cc2)C1=O (configuration not stated)	2	-9	-5	-1	2
47	CC#CC(=O)N1CCC(Oc2cccc(C(=O)NCc3ccccn3)c2)CC1	-4	-3	4	9	11
48	COC(=O)Cc1c(O)ccn(CCc2c[nH]c3ccc(OC)cc23)c1=O	15	11	-5	0	5
49	CN1C(=O)C(O)(c2sc(N)nc2-c2ccccc2)c2ccccc21 (configuration not stated)	11	2	1	8	6
50	COc1ccc(/C=C/C(=O)OCC(=O)NCC2CCCO2)cc1 (configuration not stated)	37*	3	-10	7	5
51	C#CCNC(=O)c1cc2sccc2n1C	2	-5	-8	1	3
52	S=C(Nc1ccccc1)N1CCN(Cc2ccccc2)CC1	4	0	-1	5	3
53	CCOc1ccc(C(=O)Nc2ccc(N3CCN(S(C)(=O)=O)CC3)cc2)cc1[N+](=O)[O-]	1	-4	-13	4	2
54	CCOC(=O)C(NCc1ccccc1)(NC(=O)c1ccccc1)C(F)(F)F (configuration not stated)	-7	0	0	12	4

No.	LYPLA2 counter	PAD4 inh	LYPLA1 inh	EBNA-1 inh
46	4	-2	3	-8
47	10	2	5	4
48	5	-5	-1	4
49	1	5	-3	1
50	0	-3	-4	2
51	4	0	5	-7
52	-2	-1	-2	1
53	-2	-2	0	-2
54	0	0	1	-3

Arranged by length of the SMILES (largest number first): part of the list above
No.	SMILES	PAFAH2 FP inh	PREPL inhibitor	ZTA DNA inh	PAFAH1B3 FP inh	GSTO1 inh
46	O=C(O)CC1S/C(=N\N=C2\C(=O)Nc3ccccc32)N(c2ccc(O)cc2)C1=O (configuration not stated)	2	-9	-5	-1	2
49	CN1C(=O)C(O)(c2sc(N)nc2-c2ccccc2)c2ccccc21 (configuration not stated)	11	2	1	8	6
50	COc1ccc(/C=C/C(=O)OCC(=O)NCC2CCCO2)cc1 (configuration not stated)	37*	3	-10	7	5

No.	LYPLA2 counter	PAD4 inh	LYPLA1 inh	EBNA-1 inh
46	4	-2	3	-8
49	1	5	-3	1
50	0	-3	-4	2

Source: PubChem BioAssay

This is a subset; rates above refer to the full screens.
